Screening data from PubChem BioAssay.
CHRM1 antagonist: blocks human M1 muscarinic receptor. P11229. CHO-K1 hM1, Fluo-8 calcium fluorescence, ACh EC80 antagonist. inhibition, % at 3 µM. 1.3% of 360,000 active. AID 588852;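 active = percent inhibition above its own plate's cutoff, namely the mean of that plate's compound wells plus 3 SD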;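 note: peak over basal fluorescence ratio during 140 s after agonist addition; 0% = ACh EC80 plus DMSO and 100% = DMSO alone without agonist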
Target sequence (P11229 whole entry, looked up): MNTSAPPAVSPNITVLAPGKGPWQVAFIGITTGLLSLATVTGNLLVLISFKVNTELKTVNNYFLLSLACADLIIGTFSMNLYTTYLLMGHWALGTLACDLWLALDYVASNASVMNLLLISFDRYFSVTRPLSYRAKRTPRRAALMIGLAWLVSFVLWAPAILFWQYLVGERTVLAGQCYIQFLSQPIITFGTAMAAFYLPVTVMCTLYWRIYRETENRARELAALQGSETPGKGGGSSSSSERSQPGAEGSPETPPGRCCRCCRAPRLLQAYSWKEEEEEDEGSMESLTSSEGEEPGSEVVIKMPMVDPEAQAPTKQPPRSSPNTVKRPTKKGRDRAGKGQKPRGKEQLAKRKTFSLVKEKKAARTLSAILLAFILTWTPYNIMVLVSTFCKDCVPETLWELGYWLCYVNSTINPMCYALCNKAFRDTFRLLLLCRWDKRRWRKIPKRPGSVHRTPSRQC
M1 PAM: positive allosteric modulators of human M1 muscarinic receptor. P11229. CHO-K1 hM1, Fluo-8 calcium fluorescence, ACh EC20; 0% = ACh EC20, 100% = maximal ACh. 0.088% of 360,000 active. activation, % at 3 µM; in the data active = activation above about 19%, passing the limit was not always enough
CHRM1 agonist: activates human CHRM1 receptor; P11229; 0.33% of 360,000 active; CHO-K1 hM1, Fluo-8 calcium fluorescence, agonist mode; 0% DMSO, 100% acetylcholine EC100; activation, % at 3 µM;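 active = activation above the run's mean compound activation plus 3 SD, cut at about 16% in these data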;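 note: peak over basal fluorescence ratio within a 140 s kinetic read after compound addition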
CHO parental Ca: counter-screen for OX1R antagonists: effect in parental CHO cells | 0.63% of 330,000 active | parental CHO-K1, ATP-induced calcium, Fluo-8 fluorescence | inhibition, % at 5.6 µM;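 active = inhibition above that plate's mean sample inhibition plus 3 SD, cut at about 26% in these data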;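 note: 0% = ATP-challenged DMSO wells and 100% = DMSO wells without ATP; some compounds past the cut are filed as inactive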
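material = parental CHO cells | also added = ATP as calcium-mobilizing challenge | dosing = single point at 5.6 µM | detection = intracellular calcium via Fluo-8 no-wash fluorescent dye | read-out = % inhibition | benchmarks = low control ATP plus DMSO, high control DMSO only | repeats = one well per compound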
TAAR1 antagonist: human TAAR1 antagonism; inhibition, % at 3 µM; 1.5% of 360,000 active; Q96RJ0; CHO RD-HGA16 TAAR1, Fluo-8 calcium fluorescence, antagonist;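 active = inhibition above a per-plate cutoff, the mean inhibition of test compounds on that plate plus 3 SD, cut at about 49% in these data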;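 note: 0% = DMSO plus EC80 beta-PEA response and 100% = DMSO alone without agonist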
Target sequence (Q96RJ0 whole entry, looked up): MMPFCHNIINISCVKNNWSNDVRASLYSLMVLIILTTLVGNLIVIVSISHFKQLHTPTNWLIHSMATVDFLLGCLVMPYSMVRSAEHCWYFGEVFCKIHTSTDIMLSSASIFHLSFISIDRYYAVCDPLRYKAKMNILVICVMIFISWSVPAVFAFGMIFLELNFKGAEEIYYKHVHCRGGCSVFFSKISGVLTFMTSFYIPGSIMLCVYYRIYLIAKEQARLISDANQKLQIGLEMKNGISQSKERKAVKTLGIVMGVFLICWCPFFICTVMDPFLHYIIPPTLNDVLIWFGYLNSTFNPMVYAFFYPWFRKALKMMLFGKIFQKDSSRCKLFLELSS
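Test system: hTAAR1-expressing CHO RD-HGA16 cells, Gα16-coupled; Probe or stimulus: EC80 β-phenethylamine stimulus; Compound dosing: single nominal final test compound concentration of 3 µM; Timing: 140 s kinetic read after compound, 140 s after agonist; Signal: Fluo-8 calcium-sensitive fluorescence; Measure: % inhibition of agonist calcium response; Controls: DMSO and EC80 PEA controls.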
TAAR1 ag: agonists of human TAAR1. CHO RD-HGA16 TAAR1, Fluo-8 calcium fluorescence; vehicle wells 0%, saturating PEA agonist 100%. activation, % at 3 µM. 0.99% of 360,000 active;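 active = activation above the mean activation of all test compounds in the run plus 3 SD, cut at about 38% in these data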
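System: CHO-derived RD-HGA16 cells with stable Gα16 and human TAAR1. Times: 17-24 h plating, Fluo-8 75 min 37 °C, 30 min RT. Measured by: calcium-sensitive Fluo-8 signal, excitation 470-495, emission 515-575 nm. Read-out basis: % activation relative to PEA EC100 response. Control set: DMSO and PEA EC100. Repeats: no replicates (n 1).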
CHO-K1 Ca antag: M1 antagonist counterscreen hit in parental CHO-K1 cells; inhibition, % at 3 µM; AID 602250; ATP-induced calcium, Fluo-8 fluorescence; 0.6% of 360,000 active;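 active = inhibition above a per-plate cutoff, the plate's mean sample inhibition plus 3 SD, cut at about 24% in these data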;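 note: 0% = DMSO plus EC80 ATP and 100% = DMSO alone without ATP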
M1 PAM parental: nonselective activator or artifact in parental CHO-K1 calcium assay; ATP EC20, Fluo-8 calcium fluorescence; 0% at ATP EC20, 100% at ATP max; activation, % at 3 µM; 0.02% of 360,000 active; AID 602247;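 active = activation above the run cutoff, the mean activation of all test compounds plus 3 SD, cut at about 40% in these data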;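 note: peak over basal fluorescence ratio in a 140 s read after ATP addition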
M1 ag parental: counter-screen for M1 agonists: effect in parental CHO-K1 cells | activation, % at 3 µM | 0.48% of 360,000 active | Fluo-8 calcium fluorescence; scaled to maximal ATP response, vehicle zero; in the data active = activation above about 15%;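 note: untransfected CHO-K1 host cells lacking M1 receptor as counterscreen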
Starred values were filed as active, the others as inactive; / = no result given. Only part of the results is shown; the hit share may differ from the screen's.

SMILES	CHRM1 antagonist	M1 PAM	CHRM1 agonist	CHO parental Ca	TAAR1 antagonist	TAAR1 ag	CHO-K1 Ca antag	M1 PAM parental	M1 ag parental
O=C(NCC(c1cccnc1)N1CCN(c2ccccc2F)CC1)Oc1ccccc1 (stereo not given)	-15	7	-5	-23	3	14	-2	11	-0.2
COc1c(O)ccc2c1-c1c3c(cc4c1C(C2)N(C)CC4)OCO3 (stereo not given)	-1	2	-4	-11	-2	9	-11	6	-0.1
c1ccc(N2[C@@H]3CC[C@H]2c2ccccc2C3)cc1	-20	7	-8	/	-23	1	-13	21	0.1
Cc1ccc2[nH]c(C)c(CCNCc3cccnc3)c2c1	-1	11	-3	0	-2	1	10	-14	-0.2
COC(=O)C1=C(c2ccc(OC(F)(F)F)cc2)C[C@@H]2CC[C@H]1N2C(=O)NC1CC1	17	-10	-3	-10	15	8	7	-12	0.3
CCCCn1c(=O)c(C(=O)Nc2ccccc2Cl)c(O)c2ccccc21	-13	5	-2	-6	-2	1	-16	24	4.0
CCn1ccnc1CN1CCCC(C(=O)c2cccc(C(F)(F)F)c2)C1 (stereo not given)	78*	-27	-10	-11	-18	4	-4	8	3.5
CN(C)CC(C(=O)Cc1ccccc1)c1ccccc1 (stereo not given)	-9	9	-4	/	-2	3	-2	15	0.5
COc1ccc(CC(C)NC2CCCCCC2)cc1 (stereo not given)	-5	-2	-9	-23	7	0	-5	12	1.2
COc1ccc2c(c1)C(NC(C)=O)CCc1cc(OC)c(OC)c(OC)c1-2 (stereo not given)	-23	21	1	/	6	1	-23	18	0.5

Some values from the list:
`COC(=O)C1=C(c2ccc(OC(F)(F)F)cc2)C[C@@H]2CC[C@H]1N2C(=O)NC1CC1` | M1 ag parental = 0.3
`O=C(NCC(c1cccnc1)N1CCN(c2ccccc2F)CC1)Oc1ccccc1` (stereo not given) | TAAR1 ag = 14

(next part)
SMILES	CHRM1 antagonist	M1 PAM	CHRM1 agonist	CHO parental Ca	TAAR1 antagonist	TAAR1 ag	CHO-K1 Ca antag	M1 PAM parental	M1 ag parental
NCCCCCC(=O)OC1N=C(c2ccccc2Cl)c2cc(Br)ccc2NC1=O (stereo not given)	6	2	-6	0	-5	8	-5	3	-0.2
CCOc1ccc(CN2CCN(C(=O)Cc3ccccc3)CC2)cc1	-10	4	-8	-8	-11	2	-12	20	0.5
O=C(CN1CCCCC1)c1ccc2c(c1)OCO2	6	1	-3	-6	-5	2	-9	14	5.5
C[C@]12CC[C@H](O)CC1=CCC1C2CC[C@@]2(C)C1C[C@@H](O)[C@@H]2O (stereo not given in full)	-7	-2	1	-2	2	8	-12	19	4.5
Oc1ccc(Cl)cc1CN1CCN(Cc2ccccc2)CC1	2	-4	-4	-23	-7	3	-4	12	0.1
CCN1C(=O)NC(=O)C2(CCCC2)C1=O	-9	9	0	/	-10	1	6	8	0.2
CC(=O)c1cc(C#N)c(N2CCN(C)CC2)nc1C	6	-7	-4	-7	10	3	4	-5	-0.4
CCOC(=O)c1c(C)n(COCCO)c2ccc(O)cc12	0	5	0	-7	-8	8	7	3	0.1
COc1ccc(OC(=O)N(C)C[C@H]2OCc3cnnn3CCCC(=O)N([C@H](C)CO)C[C@@H]2C)cc1	-21	11	0	/	-20	16	-4	14	-0.2
C=CCn1c(O)c(C(CC)=NCCCO)c(=O)[nH]c1=O	-9	5	-4	-11	-5	1	-14	17	0.2
CCC(C)(C)n1nnnc1C(c1cccs1)N1CC=C(c2ccc(F)cc2)CC1 (stereo not given)	6	-4	-8	46*	25	10	4	12	0.8
O=C1C(=O)c2cccc3cccc1c23	0	7	-5	-7	-7	7	-6	3	-0.3
Cc1cc(OCC(=O)OC(C)C)c2c3c(c(=O)oc2c1)CCCC3	2	1	-1	-34	12	15	-2	12	-0.2
CN1C(=O)NC(=O)/C(=C/c2ccc([N+](=O)[O-])s2)C1=O	-13	4	-1	-10	-13	3	-8	13	1.3
CC(=O)CCC(C)=O	-11	4	0	-12	-10	3	4	-1	0.0
CC(C)(C)c1ccc(OC(=O)N2CCCCC2)cc1	-3	7	-3	11	21	35	-5	12	0.7
O=C(CCN1CC1)OCCOC(=O)CCN1CC1	-12	5	-5	/	5	1	-15	11	0.6
O=S(=O)(c1ccc(Cl)cc1Cl)N1CCCC1c1cccnc1 (stereo not given)	-5	4	-4	-15	1	7	-9	16	3.1
O=C(C(=O)N1CCOCC1)c1cn(Cc2ccc(F)cc2)c2ccccc12	-3	3	-4	-5	10	1	-16	22	3.0
O=C(CCn1c(=O)oc2ccccc21)N1CCC2(CC1)OCCO2	-16	11	-2	-15	-20	2	-5	16	1.1
CCN1CCN(S(=O)(=O)c2ccc(Cl)nc2)CC1	7	-1	-4	16	6	0	-4	3	1.2
c1ccc(C(c2ccccc2)c2cccnc2)cc1	0	-10	-6	/	11	13	-15	12	-1.0
COc1cccc(N2C(=O)NC(=O)/C(=C/c3ccc4c(c3)Cc3ccccc3-4)C2=O)c1	4	0	-4	-3	10	1	12	-16	-0.7
CC(C)C1C(C#N)=C(N)Oc2c1c(=O)oc1ccccc21 (stereo not given)	-5	2	-1	/	-25	2	-9	3	0.1
Cc1ccccc1CN1CCN(C(=O)Cc2ccccc2)CC1	3	4	-14	-16	8	6	6	3	0.1
Cc1ccc(NC(=O)N2CC2)cc1NC(=O)N1CC1	-17	7	-2	/	-13	0	-21	23	0.8
CCOC(=O)c1c(/N=C/C2C(=O)NC(=S)NC2=O)sc2c1CCC2	5	-5	3	-18	/	/	8	11	11
O=C1NC(=O)C(Cc2ccccc2)C(=O)N1	-6	9	3	/	-25	8	3	-14	0.1
COc1cc(C2SCC(=O)Nc3c2c(C)nn3-c2ccccc2)cc(OC)c1OC (stereo not given)	-6	5	-5	-18	9	6	-10	24	0.1
O=C(NC(=C(Cl)Cl)P(=O)(c1ccccc1)c1ccccc1)c1ccccc1	-9	12	-4	-18	11	1	-11	20	0.1
NP(=O)(OCC(F)(F)F)Oc1ccccc1 (stereo not given)	13	-4	0	-6	-5	4	20	-10	0.1
O=C(N/N=C\C1C(=O)NC(=S)N(c2ccccc2)C1=O)c1ccc(O)cc1 (stereo not given)	1	-8	-1	-7	5	9	5	-5	-0.3
CN1CCC(N(C)c2nc(-c3ccccc3)nc3ccccc23)CC1	-8	11	2	-16	-3	0	1	7	0.4
Cc1cccc(N2CCN(CCc3ccccc3)CC2)c1C	3	2	-1	-18	14	19	10	-6	0.2
COc1ccc(-n2c(O)c(/C(C)=N/Nc3ccccc3)c(=O)[nH]c2=O)cc1	-2	4	-4	-7	-8	6	-10	19	1.2
CC1CC=CCC12C(=O)NC(=S)NC2=O (stereo not given)	-11	6	-1	/	-9	2	-14	17	1.0
O=c1[nH]c2ccccc2n1C1CCN(C(CCc2ccccc2)c2nnnn2C2CCCC2)CC1 (stereo not given)	-10	-3	-1	/	56*	16	-3	11	6.7
COc1ccc(C2C3C=CC(C3)C2C(=O)O)cc1 (stereo not given)	-5	5	-2	/	-7	0	13	-9	-0.2
C=CCn1c(O)c(/C=C2\C=Nc3ccccc32)c(=O)[nH]c1=O	-5	7	-1	-10	10	1	-9	21	1.9
CN1C(=O)C(=Cc2cccnc2)C(=O)N(C)C1=O	7	-3	0	1	-4	2	-7	9	5.2

Gathered by group: those above containing sulfur
SMILES	CHRM1 antagonist	M1 PAM	CHRM1 agonist	CHO parental Ca	TAAR1 antagonist	TAAR1 ag	CHO-K1 Ca antag	M1 PAM parental	M1 ag parental
CCC(C)(C)n1nnnc1C(c1cccs1)N1CC=C(c2ccc(F)cc2)CC1 (stereo not given)	6	-4	-8	46*	25	10	4	12	0.8
CN1C(=O)NC(=O)/C(=C/c2ccc([N+](=O)[O-])s2)C1=O	-13	4	-1	-10	-13	3	-8	13	1.3
O=S(=O)(c1ccc(Cl)cc1Cl)N1CCCC1c1cccnc1 (stereo not given)	-5	4	-4	-15	1	7	-9	16	3.1
CCN1CCN(S(=O)(=O)c2ccc(Cl)nc2)CC1	7	-1	-4	16	6	0	-4	3	1.2
CCOC(=O)c1c(/N=C/C2C(=O)NC(=S)NC2=O)sc2c1CCC2	5	-5	3	-18	/	/	8	11	11
COc1cc(C2SCC(=O)Nc3c2c(C)nn3-c2ccccc2)cc(OC)c1OC (stereo not given)	-6	5	-5	-18	9	6	-10	24	0.1
O=C(N/N=C\C1C(=O)NC(=S)N(c2ccccc2)C1=O)c1ccc(O)cc1 (stereo not given)	1	-8	-1	-7	5	9	5	-5	-0.3
CC1CC=CCC12C(=O)NC(=S)NC2=O (stereo not given)	-11	6	-1	/	-9	2	-14	17	1.0

Next results follow.
SMILES	CHRM1 antagonist	M1 PAM	CHRM1 agonist	CHO parental Ca	TAAR1 antagonist	TAAR1 ag	CHO-K1 Ca antag	M1 PAM parental	M1 ag parental
O=c1c2ccccc2nc(CNCc2ccco2)n1-c1ccc(F)cc1	-7	5	-3	-2	7	0	-7	20	0.7
C=C(c1ccccc1)P(=O)(O)O	-8	12	-4	1	1	3	-5	13	0.0
CC(=NCCCn1ccnc1)c1c(O)n(C)c(=O)n(C)c1=O	-5	4	-5	-4	-10	23	-24	-6	0.1
Cc1cnc[nH]1	-13	7	-2	-9	14	1	-26	19	1.6
C=CCNC(=O)c1c(N)n(Cc2ccco2)c2nc3ccccc3nc12	-21	3	1	-5	13	3	4	0	2.8
CC(C)N1CCC2(CC1)NC(CO)(CO)CO2	-9	6	3	-4	10	1	-7	16	0.6
C[N+]1(C)C2CCC1CC(OC(=O)c1ccccc1)C2 (stereo not given)	12	-9	-8	-7	-3	-1	8	-15	0.0
COC(=O)C1=C(c2cc3ccccc3s2)C[C@@H]2CC[C@H]1N2C(=O)NCCNC(C)=O	12	-14	-14	-17	19	5	-15	8	0.8
O=C(CNC(=O)c1ccc(Cl)cc1)Nc1ccc(Br)cc1C(=O)c1ccccc1	5	1	-6	-33	-6	1	7	14	-0.1
